aDG glyco up – increases alpha dystroglycan glycosylation. Pro5-aDG cells, alpha-DG glycosylation AlphaScreen (IIH6); 0% Pro5, 100% B10-LARGE cell signal. activation, % at 10 µM. 360,000 compounds, 0.22% hits;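 active = activation of at least 8% versus controls, or a plate z-score of at least 8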;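 also: Pro5 are CHO cells carrying HIG-tagged alpha-DG that lacks glycosylation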
PDI turbidity – inhibitors of human protein disulfide isomerase. P07237. PDI insulin aggregation turbidity, A650, 90 min. inhibition, % at 10 µM. 350,000 compounds, 0.052% hits;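 active = mean inhibition across replicates of 30% or more, whatever share of single replicates reach that level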;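 also: absorbance from insulin aggregation driven by PDI reduction with DTT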
Target sequence (P07237 whole entry, looked up): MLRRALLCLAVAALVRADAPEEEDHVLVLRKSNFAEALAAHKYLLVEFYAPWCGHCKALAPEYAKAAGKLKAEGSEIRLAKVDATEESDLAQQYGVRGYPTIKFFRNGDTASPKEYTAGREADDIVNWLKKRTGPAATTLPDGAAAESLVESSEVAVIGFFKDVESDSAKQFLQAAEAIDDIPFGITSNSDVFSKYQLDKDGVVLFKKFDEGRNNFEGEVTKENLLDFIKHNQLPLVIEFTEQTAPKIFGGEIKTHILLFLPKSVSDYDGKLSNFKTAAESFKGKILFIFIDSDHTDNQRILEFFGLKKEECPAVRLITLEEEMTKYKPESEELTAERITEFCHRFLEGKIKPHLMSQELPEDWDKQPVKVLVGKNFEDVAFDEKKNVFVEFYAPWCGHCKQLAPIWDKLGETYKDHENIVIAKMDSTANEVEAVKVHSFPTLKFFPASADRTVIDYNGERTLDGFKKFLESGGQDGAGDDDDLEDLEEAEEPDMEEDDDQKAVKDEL
Vif imaging – blocks HIV Vif function | AID 602346 | 340,000 compounds, 0.35% hits | HEK293T cells, Vif self-association by quenched fluorescence, imaging, 24 h | inhibition, % at 7.49 µM; in the data active = inhibition above about 50%, passing the limit was not always enough; also: some results filed as inactive read as strong as hits
ABCB6 inh MLPCN – blocks the human ABCB6 transporter | Q9NP58 | K562-ABCB6 porphyrin accumulation, flow cytometry, 1 h; stronger effect = lower value | fluorescence ratio to DMSO, % at 10 µM | 360,000 compounds, 0.19% hits;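 active = fluorescence ratio to DMSO below 75%, the collection mean minus 3 SD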;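 also: signal is porphyrin accumulated inside mitochondria; 100% equals median channel fluorescence of DMSO control wells; lower ratio means ABCB6 inhibition with less porphyrin fluorescence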
CaV13 ICDI inh – Disruptors of the CACNA1D IQ motif to Ca2+-dependent inactivation inhibitor domain association, primary screening, Förster resonance energy transfer in intact living …. inhibition, % at 12.3 µM. HEK cells, CFP/YFP FRET ICDI-IQ, plate reader, 10 min; percent FRET-ratio fall versus neutral wells. 340,000 compounds, 0.098% hits;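 active = mean replicate inhibition of at least 30% and at least 1% of replicates passing that level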;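 also: 0% = median of the neutral control wells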
Exocytosis inh – lytic granule exocytosis inhibition; TALL-104 LAMP-1 surface exposure, flow cytometry; cells stimulated with thapsigargin and PMA; inhibition, % at 10 µM; 360,000 compounds, 0.66% hits; AID 651702;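 active = inhibition above about 55%, limit read from the data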
H9c2 protect – modulators protecting cardiomyocytes from myocardial damage; H9c2 cardiomyocytes, H2O2 injury protection, ATPLite, 2 h; protection from H2O2 cell death, % at 20 µM; 360,000 compounds, 0.63% hits;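 active = compounds giving at least 50% protection of heart cells from peroxide-induced death in the single-dose screen, raw or plate-pattern-corrected value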;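 also: 0% = DMSO wells with peroxide and 100% = DMSO wells without peroxide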
iPSC survival up – hiPSC single-cell survival enhancement; 360,000 compounds, 0.044% hits; ATPlite luminescence; 100% = ROCK inhibitor wells, 0% = DMSO; survival enhancement, % at 20 µM; in the data active = survival enhancement above about 18%;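 also: cells exposed to compounds for 16 hours before the ATP read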
Glyco luc inh – N-linked glycosylation inhibition. D54 ERlucT glycosylation luciferase reporter, 24 h; percent of 100 nM tunicamycin response. reporter increase, % at 12.5 µM. 360,000 compounds, 0.23% hits;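 active = mean luciferase reporter signal, scaled so untreated is 0 and the glycosylation-blocking control 100, at or above a set limit in every replicate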;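 also: luciferase carries N-glycosylation sites so blocking glycosylation raises the light; 0% = median of neutral control wells and 100% = median of 100 nM tunicamycin wells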
HTR2A ag – activates the mouse 5-HT2A serotonin receptor. P35363. CHO-K1 mHTR2A beta-arrestin complementation, luminescence; percent of 30 µM serotonin response. activation, % at 7.6 µM. 360,000 compounds, 0.66% hits. AID 624169;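 active = activation above a run cutoff, the mean activation of all tested compounds plus 3 SD, cut at about 14% in these data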;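 also: 0% = plate median of compound wells and 100% = 30 µM serotonin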
Target sequence (P35363 whole entry, looked up): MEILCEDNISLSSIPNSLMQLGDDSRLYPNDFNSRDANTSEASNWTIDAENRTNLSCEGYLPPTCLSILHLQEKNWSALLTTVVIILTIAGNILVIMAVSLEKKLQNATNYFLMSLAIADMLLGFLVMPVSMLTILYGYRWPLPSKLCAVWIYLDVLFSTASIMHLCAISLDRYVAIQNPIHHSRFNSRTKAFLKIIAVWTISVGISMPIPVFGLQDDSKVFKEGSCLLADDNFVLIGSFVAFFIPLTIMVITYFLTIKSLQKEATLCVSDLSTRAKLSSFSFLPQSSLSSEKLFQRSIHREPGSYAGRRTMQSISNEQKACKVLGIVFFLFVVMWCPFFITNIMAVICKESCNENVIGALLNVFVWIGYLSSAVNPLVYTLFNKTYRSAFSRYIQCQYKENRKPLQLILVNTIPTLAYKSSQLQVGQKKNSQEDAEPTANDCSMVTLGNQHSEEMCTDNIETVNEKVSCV
* marks the source's active call; other numbers are inactive results; . = not tested or not shown.

SMILES	aDG glyco up	PDI turbidity	Vif imaging	ABCB6 inh MLPCN	CaV13 ICDI inh	Exocytosis inh	H9c2 protect	iPSC survival up	Glyco luc inh	HTR2A ag
N#CN=C1CCCCCN1CC(N)=O	0.0	-1	-16	98	-5	9	-2	4.5	3	-2
COc1ccc(C(=O)NCc2nnc(SCC(=O)N3CCc4ccccc43)n2CCc2ccccc2)cc1	0.6	7	4	103	-20	-1	5	1.4	-2	0
COCc1cc(CNC(=O)C2CCC(=O)N(Cc3ccccc3F)C2)[nH]n1 (configuration not stated)	0.0	5	18	103	-2	44	-2	0.4	3	0
CN(C)Cc1ccccc1Sc1cccc2ccccc12	-0.3	-14	2	99	-5	-1	6	-1.2	-2	-3
O=[N+]([O-])c1ccc(Cl)cc1CN1CCCCCC1	-0.1	-6	3	97	-3	-3	5	-0.7	0	-1
CC(=O)Nc1ccc(-c2ccnc3c2CC(C)(C(=O)Nc2cccc(C(C)=O)c2)O3)cc1 (configuration not stated)	-0.1	-2	-8	102	-5	0	9	-4.7	-6	-2
C/C(=N/NS(=O)(=O)c1ccc(F)cc1)c1ccc(NC(=O)c2ccc(C)o2)cc1	0.1	4	.	89	0	-1	-8	2.4	2	-1
Cc1onc(-c2ccccc2)c1C(=O)Nc1nnc(C(C)(C)C)s1	0.0	-7	6	94	-3	3	2	1.9	3	0
Cc1noc(C)c1S(=O)(=O)NC(=O)C1(C)CCN1C(=O)CC(c1ccccc1)c1ccccc1 (configuration not stated)	0.0	18	-8	97	-5	10	-4	-0.6	0	0
O=C(NCc1n[nH]c(=S)n1-c1ccc(Br)cc1)c1ccc(S(=O)(=O)N2CCOCC2)cc1	-0.1	-3	-1	94	-2	-1	5	-1.1	2	7
CC(=O)OC(C(=O)NCCN1CCOCC1)c1c(F)cccc1F (configuration not stated)	-0.3	-4	1	196	3	-1	5	-0.1	2	4
O=C(NC(=S)NN1CCCCC1c1cccnc1)c1ccc(Br)cc1 (configuration not stated)	-0.1	-5	0	102	-21	-7	5	-0.3	0	-4
CCOC(=O)C1(C)NC(c2ccc(OC)cc2OC)C2C(=O)N(CC)C(=O)C21 (configuration not stated)	0.2	-1	3	95	-2	-2	-6	-0.2	1	0
COc1ccc2c(c1)c(=O)oc1cc(OCC(=O)NCC3CCC(C(=O)O)CC3)ccc12 (configuration not stated)	0.3	.	55*	103	.	4	-5	0.3	-1	9
CCOC(=O)C1=C(C)N(CCCC(=O)O)C(=O)NC1c1ccccc1OS(=O)(=O)c1ccccc1[N+](=O)[O-] (configuration not stated)	0.0	1	6	98	-6	-2	8	0.7	1	7
COC(=O)c1cc2n(n1)CCN(Cc1ccc(F)cc1)C2=O	-0.2	3	-1	102	0	0	3	4.2	3	4
COc1ccc(CC(=O)NCC(=O)N/N=C/c2sccc2C)cc1	0.1	0	-7	94	-4	1	5	-0.5	-2	4
Cc1ccccc1OCC(O)Cn1c(N2CCCCC2)nc2c1c(=O)[nH]c(=O)n2C (configuration not stated)	0.1	1	-3	98	-2	0	6	-0.4	1	3
CCN(CC)S(=O)(=O)c1ccc(N2CCOCC2)c(NC(=O)c2cccc3c(=O)c(C)c(-c4ccccc4)oc23)c1	-0.3	-3	-16	88	-18	-3	45	0.5	3	-1
CC(C)CCN(C(=O)Nc1ccc(Cl)cc1)C1CCN(C(C)C)CC1	0.0	4	2	90	-3	5	8	-0.2	0	1

Part of the list above, as labelled records:
> C/C(=N/NS(=O)(=O)c1ccc(F)cc1)c1ccc(NC(=O)c2ccc(C)o2)cc1
- aDG glyco up = 0.1
- PDI turbidity = 4
- Vif imaging = .
- ABCB6 inh MLPCN = 89
- CaV13 ICDI inh = 0
- Exocytosis inh = -1
- H9c2 protect = -8
- iPSC survival up = 2.4
- Glyco luc inh = 2
- HTR2A ag = -1
> Cc1onc(-c2ccccc2)c1C(=O)Nc1nnc(C(C)(C)C)s1
- aDG glyco up = 0.0
- PDI turbidity = -7
- Vif imaging = 6
- ABCB6 inh MLPCN = 94
- CaV13 ICDI inh = -3
- Exocytosis inh = 3
- H9c2 protect = 2
- iPSC survival up = 1.9
- Glyco luc inh = 3
- HTR2A ag = 0
> Cc1noc(C)c1S(=O)(=O)NC(=O)C1(C)CCN1C(=O)CC(c1ccccc1)c1ccccc1 (configuration not stated)
- aDG glyco up = 0.0
- PDI turbidity = 18
- Vif imaging = -8
- ABCB6 inh MLPCN = 97
- CaV13 ICDI inh = -5
- Exocytosis inh = 10
- H9c2 protect = -4
- iPSC survival up = -0.6
- Glyco luc inh = 0
- HTR2A ag = 0

Additional results follow.
SMILES	aDG glyco up	PDI turbidity	Vif imaging	ABCB6 inh MLPCN	CaV13 ICDI inh	Exocytosis inh	H9c2 protect	iPSC survival up	Glyco luc inh	HTR2A ag
Cc1ccc(-n2ncc3c(=O)n(CC(=O)N(C)C)cnc32)cc1	0.0	-6	-9	105	-2	-11	-6	1.9	1	-2
CC(C(=O)NC(=O)NC1CCCCC1)N(C)CC(=O)Nc1ccc(F)c(F)c1F (configuration not stated)	0.6	0	-6	89	-6	-9	-10	0.0	-1	1
COc1ccc(NC(=O)c2ccccc2)cc1NS(=O)(=O)c1ccc(F)cc1	0.0	0	16	98	-5	2	6	0.8	-4	1
CC1=C(C(=O)OCc2ccccc2)C(c2cccs2)N2C(=O)CCSC2=N1 (configuration not stated)	-0.6	0	-2	94	-4	0	1	-0.7	-1	0
COc1ccc(/C=C/C(=O)Nc2ccc(C)cc2)cc1S(=O)(=O)N1CCOCC1	0.0	-3	-15	91	-6	-2	3	-0.2	-1	-2
Cc1[nH]n(-c2ccccc2)c(=O)c1/C=N/c1ccccn1	0.0	-19	-2	96	0	-2	-2	-1.3	0	-1
CCOC(=O)CNC(=O)c1nn(-c2ccc(OCC)cc2)c(=O)c2ccccc12	0.3	7	20	91	-5	-17	5	0.2	2	0
Cc1ccc(N=C2SC(C(=O)NCCc3ccccc3)CC(=O)N2C)cc1C (configuration not stated)	0.0	-2	6	103	-2	2	-1	0.0	-1	-6
Cc1ccc(S(=O)(=O)N2CCC(C(=O)N3CCN(c4ccccn4)CC3)CC2)cc1	0.0	-2	-6	92	-5	-1	2	-0.6	-1	4
CCCCCC(=O)Nc1nc(C)c(-c2csc(Nc3cc(OC)ccc3OC)n2)s1	0.1	-2	-6	107	-5	12	-9	0.5	0	-1
CCNc1nc(N)c(C(=C(C#N)C#N)c2ccccc2)s1	-0.5	2	-8	89	-5	-4	18	-2.7	6	6
NC(=O)NC(=O)COC(=O)CN1C(=O)C2CCCCC2C1=O (configuration not stated)	0.0	0	1	111	-5	-1	-3	0.9	1	4
CN=c1scc(-c2ccccc2F)n1/N=C/c1ccc(O)c(O)c1O	0.0	-5	14	100	-2	0	-13	-0.8	-5	9
COc1cc2nc(CN(C)Cc3ccc(C(C)(C)C)cc3)[nH]c(=O)c2cc1OC	-0.3	-13	-5	99	-6	-1	-18	-1.8	3	-2
Cc1ccc2c(c1)C1CN(C)CCC1N2S(=O)(=O)c1ccc(C(C)C)cc1 (configuration not stated)	-0.6	-1	6	101	-4	-1	-2	-0.5	-2	-9
O=C(Nc1ccn(-c2ccccc2)n1)c1ccc(Cl)cc1	0.2	-10	-7	97	-5	3	-5	-1.8	-1	-6
COc1cc(NS(=O)(=O)c2ccc(NC(=O)Cc3ccccc3)cc2)nc(OC)n1	0.0	-1	3	101	-4	-8	1	0.5	1	-1
CCOC(=O)C1=CCC(C(C)(C)C)N(S(=O)(=O)c2ccc(C)cc2)C1 (configuration not stated)	-0.2	.	17	100	-4	-3	-2	0.1	3	-7
Cc1cnc(-c2nc3ccccc3n2C(C)C(=O)Nc2c(C)cccc2C)cn1 (configuration not stated)	0.2	.	.	.	-9	-14	.	.	.	1
Cc1cc(C(C)(C)C)cc(S(=O)(=O)Nc2cccc(C(=O)O)c2)c1C	0.2	-5	3	100	-8	-4	1	-0.6	-2	-2
CCCCOC(=O)n1ccc(C(=O)Nc2ccccc2OC)n1	-0.3	-7	1	94	.	-3	2	-2.6	0	3
Cc1ccccc1NC(=S)N1CCCCCC1	0.1	-6	-1	96	-6	7	1	-0.5	3	1
CC1CCCC(NC(=O)CNC(=O)c2cccs2)C1C (configuration not stated)	0.1	5	7	98	-6	0	2	0.1	0	-4
CCCc1nnc(NC(=O)CCC(=O)NCCc2ccc(Cl)cc2)s1	0.1	6	6	94	-1	-6	-2	-0.3	0	-2
Cc1cccc(NCC(=O)N/N=C\c2ccc[nH]2)c1	0.0	6	-4	97	-14	4	2	-0.3	0	-3
COc1ccc(C(=O)Oc2cc(C)[nH]c(=O)c2[N+](=O)[O-])cc1	-0.1	-1	7	99	-5	-4	-2	-0.5	-2	3
O=[N+]([O-])c1ccc(NC(=S)N2CCOCC2)cc1	-0.1	7	5	97	-18	1	1	-0.2	1	0
CC(C)(C)C1CCc2onc(C(=O)Nc3cccc(O)c3)c2C1 (configuration not stated)	-0.1	-6	-12	98	-8	0	-1	-1.6	-2	10
Cc1ccc2[nH]cc(S(=O)(=O)c3ccc(F)cc3)c(=O)c2c1	0.0	10	1	98	-11	-4	-4	-0.6	2	-2
CCOC(=O)c1cnc(SCc2nc(N)nc(Nc3ccc(C)cc3)n2)nc1N	1.2	-7	-2	95	-2	0	-20	0.6	0	-1
Cn1nc(OC(=O)Nc2ccc(F)cc2)cc1C(F)(F)F	0.9	-2	3	87	-3	-1	-3	-1.7	0	2
Cc1nc(CN(C)Cc2nc(Cc3ccccc3Cl)no2)cs1	0.2	0	11	91	-6	0	2	-0.7	-1	2
CCC1Oc2ccc(C)cc2N(CC(=O)N(Cc2ccc(C)o2)C2CCCC2)C1=O (configuration not stated)	0.5	1	-1	89	-7	66*	-24	4.7	-4	-1
COc1cc2ccccc2cc1C(=O)Nc1nnc(-c2ccncc2)o1	0.1	1	5	98	-4	6	29	-0.3	2	-1
Cc1ccc(C)c(C(=O)COC(=O)c2n[nH]c3ccccc23)c1	0.7	-1	-4	95	-9	-1	-6	4.0	-3	5
CCCCC(=O)NC(Nc1sc2c(c1C(N)=O)CCCC2)(C(=O)OCC)C(F)(F)F (configuration not stated)	0.0	5	6	93	-2	1	3	-0.6	1	-2
CS(=O)(=O)N1CCN(c2nnc(-c3ccccc3)c3ccccc23)CC1	0.0	2	-3	97	-6	0	10	4.0	-4	0
CCC1CCCCN1C(=S)Nc1ccc(OC(F)F)cc1 (configuration not stated)	-0.3	7	2	99	-5	-2	2	6.8	0	2
CCN(CC)C(=O)C1=C(C)Nc2nnnn2C1c1cccnc1 (configuration not stated)	0.1	0	31	92	-5	12	1	3.0	1	5
N#CCCN(C(=O)CSc1n[nH]c(=O)[nH]c1=O)c1ccccc1	-0.1	17	9	98	-7	-6	4	-0.6	3	-2
COC(=O)c1cc(OC)c(OC)cc1NCC(=O)Nc1cccc(C(F)(F)F)c1	0.2	3	-14	101	-4	2	-5	-1.4	4	-2
Cc1ccccc1C(=O)c1cccn1CC(=O)NCC1CCCO1 (configuration not stated)	0.0	3	-2	95	-6	0	2	9.1	-1	0
CC1CCN(CCCNC(=O)C2CCC(CNS(=O)(=O)c3ccccc3)CC2)CC1 (configuration not stated)	-0.1	-5	-1	100	-6	-3	-3	1.2	1	-2
Cc1ccccc1N/C(SCc1ccc(Cl)cc1)=C(/C#N)C(N)=O	0.3	-7	2	98	-4	-1	2	-0.2	-2	-10
COc1ccc(/C=N/NC(=O)c2ccc(CN3c4cccc5cccc(c45)S3(=O)=O)cc2)cc1	-0.1	-13	4	112	-5	-7	2	-1.1	-1	-1
Cc1ccn2c(Nc3ccccc3C)c(-c3cccnc3)nc2c1	0.8	0	3	94	-5	2	1	-0.2	-3	0
